ALOX12 inh = blocks human arachidonate 12S-lipoxygenase; Potency, µM (top dose mostly 108 µM), for inactives: at the top dose activity change, negative = inhibition, usual class: inhibitors; purified 12hLO, xylenol orange hydroperoxide absorbance; P18054; actives 1.1% (n = 580,000); AID 1671190; note: potency is the fitted concentration of half-maximal effect; % is set by controls: 0 for no effect and ±100 for the full control effect
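Purified human 12hLO (150 nM final) in 25 mM Hepes, 0.01% Triton X-100, pH 7.0 was preincubated 15 min at room temperature with compound. Then 40 uM arachidonic acid was added, 30 min. Hydroperoxide was read by Fe-XO absorbance ratio 573/405 nm.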
ERG Ets-DNA blk = inhibitors of human ERG Ets domain-DNA interaction | P11308 | fluorescence polarization, His-ERG Ets domain / labelled DNA | Potency, µM (doses to about 76.9 µM), without a hit: top-dose FP activity, negative = inhibition, hits mostly inhibitors | actives 0.028% (n = 370,000) | AID 624246; active = well fitted inhibition curve with a large enough effect in the polarisation, with a control signal flat; inconclusive = small, poorly fitted or top-dose-only effect, or effect the other way, or a change in a side signal; inactive = no such curve, though single readings can be large or run the other way; the % refers to the polarisation;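 note: polarization taken with two DNA probes labelled with fluorescein and Texas red; potency is the fitted concentration of half-maximal effect; % of control where 0% means no effect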
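His-tagged ERG Ets domain (1 uM in the protein solution; 300mM KCl, 50mM Tris-HCl, 1mM EDTA, 1mM DTT, pH 7.5) received compound, then a probe mix of 5 nM fluorescein-DNA and 100nM Texas-615-DNA. Fluorescence polarization was read for both dyes.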
PI4K2A block = inhibitors of human PI4K2A; actives 0.13% (n = 420,000); purified PI4K2A, ADP-Glo luminescence, 1 h; stronger effect = lower value; activity change, negative = inhibition, % at 76.9 µM; AID 1346378; Q9BTU6; in the data active = activity change below about -50%; inconclusive = mostly about -30% to -49%;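 note: -100% = wells without enzyme as full effect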
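PI4K2A activity was measured by ADP-Glo luminescence: enzyme (4 ug/mL stock) and phosphatidylinositol (1.2 mM stock) in Tris pH 7.5/MgCl2/EGTA/Triton X-100 buffer were reacted with ATP (300 microM stock) for one hour at ambient temperature.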
BAZ2B inh = inhibitors of human BAZ2B bromodomain | Q9UIF8 | AlphaScreen BAZ2B-H3K14Ac peptide displacement | Potency, µM (series often up to 114 µM), inactives show top-dose activity change, negative = inhibition, actives largely listed as inhibitors | actives 4.4% (n = 360,000); note: potency is the fitted concentration of half-maximal effect; % is set by controls: 0 for no effect and ±100 for the full control effect; nearly all actives have a fitted effect of over 60% in size
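AlphaScreen luminescence quantifies BAZ2B engagement of H3K14Ac peptide; the protein and biotinylated peptide are both at 50 nM final, buffer PBS pH 7.4 with 0.01% Tween-20, all steps at room temperature.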
RGS4 inh = human RGS4 inhibition. Transcreener GDP fluorescence polarization, RGS4-accelerated GTP hydrolysis. AID 504845. actives 0.039% (n = 390,000). Potency, µM (highest dose often 114 µM), without a hit: at the top dose activity change, negative = inhibition, most hits filed as inhibitors; note: potency is the fitted concentration of half-maximal effect; % is set by controls: 0 for no effect and ±100 for the full control effect; nearly all actives have a fitted effect of over 75% in size; some results filed as inactive show a strong effect at the top dose
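MLSMR compounds (23 nl, pin-transferred) preincubated 10 min at room temperature with a 500nM (2x) first reagent, then RGS4 at 900nM (2x) plus Transcreener GDP mix added; fluorescence polarization (620/688 nm) read before and after 90 min at 30 °C.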
GLS inhibitor = blocks human kidney-isoform glutaminase activity | actives 0.21% (n = 410,000) | Potency, µM (doses to about 45.5 µM), without a hit: top-dose activity change, negative = inhibition, hits mostly inhibitors | O94925 | GLS enzymatic activity, qHTS titration; note: potency is the fitted concentration of half-maximal effect; % is set by controls: 0 for no effect and ±100 for the full control effect
Target sequence (O94925 whole entry, looked up, canonical isoform): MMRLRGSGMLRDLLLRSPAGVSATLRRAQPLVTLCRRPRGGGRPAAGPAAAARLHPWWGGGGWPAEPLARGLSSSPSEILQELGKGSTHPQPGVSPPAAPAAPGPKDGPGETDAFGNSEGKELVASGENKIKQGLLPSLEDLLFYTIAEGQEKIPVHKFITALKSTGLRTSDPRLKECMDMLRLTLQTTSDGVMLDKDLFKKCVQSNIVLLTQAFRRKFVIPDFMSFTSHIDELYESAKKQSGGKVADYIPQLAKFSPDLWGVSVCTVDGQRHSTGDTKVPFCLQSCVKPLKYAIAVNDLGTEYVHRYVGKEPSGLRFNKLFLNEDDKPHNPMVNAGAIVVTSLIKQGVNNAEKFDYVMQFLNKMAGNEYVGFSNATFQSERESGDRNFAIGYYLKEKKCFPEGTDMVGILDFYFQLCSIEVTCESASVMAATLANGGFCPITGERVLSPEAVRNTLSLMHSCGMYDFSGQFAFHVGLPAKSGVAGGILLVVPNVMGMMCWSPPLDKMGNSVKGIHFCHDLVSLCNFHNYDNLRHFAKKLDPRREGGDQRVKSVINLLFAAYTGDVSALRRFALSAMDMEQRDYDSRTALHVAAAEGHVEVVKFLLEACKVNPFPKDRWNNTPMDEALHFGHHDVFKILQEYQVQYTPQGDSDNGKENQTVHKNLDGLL
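Enzyme dispensed in phosphate buffer (45 mM, pH 8.2, 0.02% Tween-20), compounds pinned in, then 1 mM L-glutamine solution and the glutamate oxidase–HRP–Amplex Red mix added; fluorescence read immediately and again after 30 min at room temperature.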
HP1b chromo inh = inhibitors of HP1-beta chromodomain binding to methylated histone tails | AID 540317 | AlphaScreen HP1-beta / biotin-H3K9me3 peptide binding | P83916 | Potency, µM (series often up to 114 µM), inactives show at the top dose activity change, negative = inhibition, hits mostly inhibitors | actives 0.56% (n = 390,000); note: potency is the fitted concentration of half-maximal effect; nearly all actives have a fitted effect of over 70% in size; inactives centre near 23
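Compound inhibition of the preformed complex between 50 nM HP1-beta and 50 nM biotinylated H3K9me3 peptide was read by AlphaScreen. Buffer was PBS pH 7.4 with 0.01% Tween-20. Incubations ran 30 min at room temperature, with 10 ug/mL donor/acceptor beads.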
G9a inh = inhibitors of human histone lysine methyltransferase G9a. G9a H3K9 monomethylation, AlphaScreen, 2 h. Q96KQ7. actives 8.8% (n = 350,000). AID 504332. Potency, µM (series often up to 102 µM), inactives show at the highest dose activity, negative = inhibition, usual class: inhibitors; note: potency is the fitted concentration of half-maximal effect; % is set by controls: 0 for no effect and ±100 for the full control effect; nearly all actives have a fitted effect of over 75% in size
Target sequence (Q96KQ7 913-1193 limits assumed): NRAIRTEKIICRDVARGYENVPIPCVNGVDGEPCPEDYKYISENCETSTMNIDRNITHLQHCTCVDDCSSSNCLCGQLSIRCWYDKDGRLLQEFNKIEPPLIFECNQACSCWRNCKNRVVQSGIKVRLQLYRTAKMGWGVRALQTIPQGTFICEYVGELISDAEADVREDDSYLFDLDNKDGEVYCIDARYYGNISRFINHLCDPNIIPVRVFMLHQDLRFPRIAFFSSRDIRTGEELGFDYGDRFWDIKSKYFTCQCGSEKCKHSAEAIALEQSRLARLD
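Methyltransferase reactions run at room temperature for 2 h (20 nM enzyme, 500 nM biotin-H3K9 peptide, 20 uM SAM) after a 15 min compound preincubation; product detected by AlphaScreen beads and anti-H3K9me1 antibody.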
JMJD2A Tudor = blocks the human JMJD2A Tudor domain; AlphaScreen JMJD2A-Tudor / H3K4me3 peptide binding; Potency, µM (doses to about 114 µM), inactives show top-dose activity change, negative = inhibition, most hits filed as inhibitors; actives 4.4% (n = 390,000); AID 504339; note: potency is the fitted concentration of half-maximal effect; % is set by controls: 0 for no effect and ±100 for the full control effect; nearly all actives have a fitted effect of over 50% in size
The depositor's hits bear a star; u = inconclusive; x = not tested or not shown; & = joins results of further samples; ! = not active in a repeat; [ ] = remark or other dose. Unless noted, calls come from the whole dose curve; as a rule, active = well fitted curve in the direction sought with a large enough effect; inconclusive = small, poorly fitted or top-dose-only effect, or another doubt; inactive = no such curve, though single readings can be large; an effect the other way counts as inactive or inconclusive.

nr	Compound	ALOX12 inh	ERG Ets-DNA blk	PI4K2A block	BAZ2B inh	RGS4 inh	GLS inhibitor	HP1b chromo inh	G9a inh	JMJD2A Tudor
1	Cc1ccc(NC2CCCN(C(=O)CCN3CCCCO3)C2)cc1C (stereo not drawn)	9%	-10%	-2	-29%	-36%	14%	15%	32µM*	-7%
2	Cc1cc(C)c2c(NC(=S)NC(=O)c3ccccc3)nn(C)c2n1	-19%	-2%	-3	-27%	-14%	-5%	34%	-8%	-11%
3	O=C(c1ccc(N2CCOCC2)nc1)N1CCOCC1	9%	x	-1	9%	6%	0%	25%	8%	-2%
4	C#CC(=O)N(c1ccc(OC)cc1OC)C(C(=O)NC1CCCC1)c1cccs1 (stereo not drawn)	0%	3%	13	-36%	u	0%	-21%	u	-17%[11.4 µM]
5	CCC(=O)N(Cc1ccco1)c1nc(-c2ccccc2)cs1	-6%	-5%	6	-6%	19%	x	25%	x	14%
6	Cc1cc(C)cc(C(=O)N2CCN(c3ccccn3)CC2)c1	-5%	-14%	-2	-1%	16%	-12%	38%	7%	-6%
7	Cc1ccc(NC(=O)CSc2nc(-c3cccs3)nc3cc(=O)[nH]n23)cc1C	-8%	0%	-3	50µM*	u	u	-21%	25%[12.7 µM]	79µM*
8	CCOc1cc(CNCCSc2nnnn2C)cc(Br)c1OCc1ccccc1F	u	x	2	2%	-17%	-3%	48%[activator]	-14%	-9%
9	O=C(c1ccc(-n2c(SCc3cccc(F)c3)nc3ccccc3c2=O)cc1)N1CCOCC1	2%	-7%	3	-32%	u	u	17%	-9%[59 µM]	40µM*
10	O=C(CSc1nnc(-c2cccs2)o1)N1CCOCC1	4%	0%	-7	-5%	6%	0%	15%	-42%	-14%
11	COCCNC(=O)CSc1nc(-c2ccc(F)cc2)[nH]c1-c1ccc(Cl)cc1	u	2%	-6	u	10%	-8%	-17%	-23%[59 µM]	-30%
12	CCS(=O)(=O)N1CCC(C(=O)NCc2ccccc2OC)CC1	24%	x	-2	12%	26%	-12%	24%	-5%[59 µM]	-14%

Other entries:
nr	Compound	ALOX12 inh	ERG Ets-DNA blk	PI4K2A block	BAZ2B inh	RGS4 inh	GLS inhibitor	HP1b chromo inh	G9a inh	JMJD2A Tudor
13	CCOC(=O)C1(Cc2cccc(F)c2)CCN(Cc2cn(CC)nc2C)CC1	u	6%	2	0%	-11%	0%	60%[activator]	3%	-6%[11.4 µM]
14	COc1cccc(NC(=O)Cn2c(=O)n(-c3ccccc3)c(=O)c3oc4ccccc4c32)c1	-11%	9%	1	8%	-21%	9%	-14%	17%[59 µM]	-10%
15	Cc1ccc(C)n1-c1ccc(C(=O)NCC2CCCO2)cc1 (stereo not drawn)	0%	-2%	-8	u	17%	13%	20%	u	-19%
16	O=c1oc2ccc3ccccc3c2cc1-c1nnc(Nc2ccccc2F)s1	0%	0%	-4	6%	-22%	-4%	37%	6%[59 µM]	-4%
17	COC(=O)c1ccc(C(=O)OC)c(NC(=O)CN(C)Cc2cccc(Cl)c2Cl)c1	0%	-4%	1	5%	10%	-2%	50%	-7%[59 µM]	-2%
18	CCCc1ccc(OCc2ccc(C(=O)NCc3cccnc3)o2)c(OC)c1	-11%	-7%	4	17%	-21%[56.9 µM]	-5%	-11%	x	-29%
19	C/C=C/c1ccc(Oc2nnnn2-c2ccc(C(N)=O)cc2)c(OC)c1	-14%	-3%	10	11%	9%[11.4 µM]	-3%	29%	5%[12.7 µM]	-19%[57.1 µM]
20	CCCCN1C(=O)C(=O)N(CC(=O)Nc2ccc(OC(F)(F)F)cc2)C1=O	-23%	15%	0	x	4%	-6%	16%[57 µM]	x	-17%
21	Cc1c(C(=O)NCCN(C)C)sc2nc3n(c(=O)c12)CCC3	8%	0%	1	2%	-21%	2%	23%	-5%[59 µM]	-15%
22	COc1ccc(NC(=O)/C=C/c2ccc(OC(F)F)cc2)cn1	-23%	0%	14	3%	4%	-14%	23%	22%	-1%
23	COc1ccc(CCNC(=O)C2CCN(Cc3nc(-c4cccc(Cl)c4)oc3C)CC2)cc1OC	x	-12%	0	-9%	-11%	8%	-13%	4%[12.7 µM]	-35%
24	COc1ccccc1CN1CCc2c([nH]c3ccccc23)C1	u	-1%	1	50µM*	3%	6%	u	7.1µM*	20µM*

(continued)
nr	Compound	ALOX12 inh	ERG Ets-DNA blk	PI4K2A block	BAZ2B inh	RGS4 inh	GLS inhibitor	HP1b chromo inh	G9a inh	JMJD2A Tudor
25	Cn1c(=O)n(CC(=O)N2CCOCC2)c2ccccc21	0%	-22%	-10	2%	-6%	2%	26%	0%[59 µM]	5%
26	Cc1ccccc1Nc1nc(N)nc(COC(=O)[C@@H](NC(=O)c2ccccc2Cl)C(C)C)n1	-1%	9%	7	-5%	-27%	-5%	29%	0%	-6%
27	CCN(CC)S(=O)(=O)c1ccc2c(c1)c(=O)c(C(=O)N1CCN(c3ccccc3OC)CC1)cn2C	-22%	-1%	-1	x	20%	3%	7%	-25%[59 µM]	-20%
28	CN(Cc1nc(-c2ccccc2)no1)C1CCOCC1	-1%	-11%	-3	-4%	16%[11.4 µM]	7%	61%[activator]	-3%	-11%[11.4 µM]
29	O=S(=O)(NCC(c1cccnc1)N1CCN(c2ccc(F)cc2)CC1)c1cc(F)ccc1F (stereo not drawn)	21%	2%	-4	x	-12%	26%	11%	x	u
30	Cc1ccc(C2=NS(=O)(=O)N(C)C(C(=O)N3CCCCC3)=C2)cc1	21%	0%	-3	-3%	4%	0%	21%	x	-24%
31	CCCNC(=O)c1ccccc1NC(=O)C1=CSCCO1	-3%	-6%	0	0%	-3%	0%	13%	-2%	-11%
32	CC(=O)c1cc(C(=O)N2CCCC(C(=O)c3ccc(Cl)cc3)C2)cs1 (stereo not drawn)	1%	15%	6	3%	-3%	-10%	37%	52%[activator]	-6%
33	Cc1ccc(C(=O)CSc2nc3ccccc3c(=O)n2-c2ccccc2)s1	-9%	0%	-6	9%	-9%	-4%	14%	-2%	-9%
34	Cc1cc(C)nc(SCC(=O)N/N=C/c2cccn2-c2ccc(O)cc2)n1	-20%	3%	9	u	-2%	20%	-26%	40µM*	u
35	CCCc1cc(=O)[nH]c(SCC(=O)c2cc(C)n(-c3cc(C)on3)c2C)n1	-9%	10%	-2	-30%	-33%	-10%	19%	-31%	-26%
36	CCOC(=O)N1CCC(NC(=O)CS(=O)Cc2nc(-c3ccc(Cl)cc3)oc2C)CC1 (stereo not drawn)	-29%	-1%	1	-4%	-17%	-5%	31%	11%	11%

Other records
nr	Compound	ALOX12 inh	ERG Ets-DNA blk	PI4K2A block	BAZ2B inh	RGS4 inh	GLS inhibitor	HP1b chromo inh	G9a inh	JMJD2A Tudor
37	O=C(c1nn(Cc2ccccc2)c(=O)c2ccccc12)N1CCN(c2ccccn2)CC1	8%	11%	5	x	-40%	-3%	17%	-11%[59 µM]	-11%
38	COc1ccc(NC(=S)N(CCc2ccc(OC)c(OC)c2)Cc2ccccn2)cc1	36%	-6%	3	-36%	-36%	0%	-4%	u	-17%
39	CN1CCN(c2ccccc2NC(=O)c2ccc([N+](=O)[O-])cc2Cl)CC1	-4%	-2%	-1	-25%	-6%	5%	-12%	-37%	u
40	CC1Cc2ccccc2N1C(=O)CCN1C(=O)C2C3C=CC(C3)C2C1=O (stereo not drawn)	8%[57.4 µM]	4%	3	4%	-27%	-6%	30%	x	8%
41	O=P(O)(O)c1ccccc1OCc1ccccc1	u	-8%	0	-4%	-15%	19%	15%	-30%	-12%
42	CN(Cc1ccco1)C(=O)C1CCN(c2nnc(-n3cccc3)s2)CC1	-2%	-8%	-1	-29%	9%	6%	12%	-5%	-21%
43	COc1ccccc1OCC(O)CN1CCN(CC(=O)Nc2c(C)cccc2C)CC1 (stereo not drawn)	u	u	1&-6&-8&2	0%	2%[56.9 µM]	14%&2%&3%	19%&58%	3%[59 µM]	89µM*!
44	CCCCN1C(=O)C(C(=O)OCC)CC2=C1CCCC2=O (stereo not drawn)	7%	-3%	-1	x	6%	0%	40%[activator]	x	-7%
45	Cc1ccc(SCCC(=O)OCC(=O)Nc2ccc(S(N)(=O)=O)cc2)cc1	0%	-10%	1	26%	16%	-2%	36%	38%[59 µM]	-5%
46	CC(Nc1nc(N2CCOCC2)nc2ccccc12)c1ccccc1 (stereo not drawn)	-1%	0%	1	5%	-22%	-3%	40%[activator]	-11%	-8%
47	O=C(O)C/C(=C\c1cccc(NC(=O)c2ccccc2Cl)c1)c1nc2ccccc2s1	-22%	9%	-13	79µM*	-60%[56.9 µM]	31%[activator]	-1%	36%[12.7 µM]	35µM*
48	Cc1ccc(CNC(=O)COC(=O)COc2ccc(C#N)cc2)cc1	21%	3%	8	-1%	1%	-1%	40%[activator]	0%[59 µM]	-17%
49	Cc1cc(C)c2c(=O)n(-c3ccccc3)[nH]c2n1	0%	-1%	4	9%	-29%	-5%	30%	-12%[59 µM]	-12%
50	CC(=O)N1CCN(S(=O)(=O)c2cccc(C(=O)NC3CCC(C)CC3)c2)CC1 (stereo not drawn)	1%	-2%	2	-8%	8%	3%	6%	-1%	-11%
51	O=C(c1ccc(Cl)cc1)c1c[nH]cc1-c1ccccc1	81%[activator]	-2%	-5	5%	13%	0%	26%	-13%[59 µM]	-5%

Screening data: PubChem, National Center for Advancing Translational Sciences (NCATS)

This is a subset; the hit share may differ from the screen's.
